Pin1 inhibitor – human Pin1 inhibition | Pin1 FP peptide displacement, HiFluor488, 10 min | Q13526 | Potency, µM (doses to about 115 µM), inactives show top-dose activity, negative = inhibition, most hits filed as inhibitors | 390,000 tested, 0.009% active | AID 504891; active means well fitted inhibition curve with a large enough effect in the polarisation, with a control signal flat, not every such curve was filed as active; inconclusive means small, poorly fitted or top-dose-only effect, or effect the other way, or a change in a side signal; inactive means no such curve, though single readings can be large or run the other way; the % refers to the polarisation; further: on the % scale 0 is the no-effect control and ±100 the full control effect
Target sequence (Q13526 whole entry, looked up): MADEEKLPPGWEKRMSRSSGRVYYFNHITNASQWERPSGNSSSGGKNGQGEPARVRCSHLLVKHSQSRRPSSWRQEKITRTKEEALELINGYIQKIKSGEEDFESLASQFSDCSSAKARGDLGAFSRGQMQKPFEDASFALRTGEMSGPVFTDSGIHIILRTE
JMJD2A Tudor inh – JMJD2A Tudor domain (human) inhibition; 390,000 tested, 4.4% active; O75164; AlphaScreen JMJD2A-Tudor / H3K4me3 peptide binding; Potency, µM (series often up to 114 µM), inactives show at the top dose activity change, negative = inhibition, actives largely listed as inhibitors; further: on the % scale 0 is the no-effect control and ±100 the full control effect; nearly all actives have a fitted effect of over 50% in size
RGS4 inh – human RGS4 inhibition; P49798; Transcreener GDP fluorescence polarization, RGS4-accelerated GTP hydrolysis; Potency, µM (top dose mostly 114 µM), without a hit: at the top dose activity change, negative = inhibition, usual class: inhibitors; 390,000 tested, 0.039% active; AID 504845; further: on the % scale 0 is the no-effect control and ±100 the full control effect; nearly all actives have a fitted effect of over 75% in size; some results filed as inactive show a strong effect at the top dose
Target sequence (P49798 whole entry, looked up): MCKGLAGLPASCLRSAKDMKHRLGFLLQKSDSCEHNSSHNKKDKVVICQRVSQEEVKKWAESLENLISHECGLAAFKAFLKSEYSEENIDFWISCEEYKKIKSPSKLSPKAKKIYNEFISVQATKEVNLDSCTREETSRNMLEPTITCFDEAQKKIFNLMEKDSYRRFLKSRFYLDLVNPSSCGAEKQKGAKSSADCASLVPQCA
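MLSMR compounds (23 nl, pin-transferred) preincubated 10 min at room temperature with a 500nM (2x) first reagent, then RGS4 at 900nM (2x) plus Transcreener GDP mix added; fluorescence polarization (620/688 nm) read before and after 90 min at 30 °C.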
ERG Ets-DNA blk – inhibitors of human ERG Ets domain-DNA interaction; P11308; Potency, µM (highest dose often 76.9 µM), without a hit: at the top dose FP activity, negative = inhibition, usual class: inhibitors; 370,000 tested, 0.028% active; fluorescence polarization, His-ERG Ets domain / labelled DNA; AID 624246; active means well fitted inhibition curve with a large enough effect in the polarisation, with a control signal flat; inconclusive means small, poorly fitted or top-dose-only effect, or effect the other way, or a change in a side signal; inactive means no such curve, though single readings can be large or run the other way; the % refers to the polarisation;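 further: polarization taken with two DNA probes labelled with fluorescein and Texas red; % of control where 0% means no effect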
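His-tagged ERG Ets domain (1 uM in the protein solution; 300mM KCl, 50mM Tris-HCl, 1mM EDTA, 1mM DTT, pH 7.5) received compound, then a probe mix of 5 nM fluorescein-DNA and 100nM Texas-615-DNA. Fluorescence polarization was read for both dyes.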
12-LOX inh – ALOX12 (human) lipoxygenase inhibition; 580,000 tested, 1.1% active; purified 12hLO, xylenol orange hydroperoxide absorbance; P18054; AID 1671190; Potency, µM (doses to about 108 µM), without a hit: top-dose activity change, negative = inhibition, usual class: inhibitors; further: on the % scale 0 is the no-effect control and ±100 the full control effect
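Purified human 12hLO at 150 nM in 25 mM Hepes, 0.01% Triton X-100, pH 7.0, preincubated 15 min at room temperature with compound. Reaction started with 40 uM arachidonic acid, 30 min at room temperature. Hydroperoxide measured by Fe-xylenol orange, 573/405 nm absorbance ratio.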
Tb PGK inh – T. brucei PGK inhibition; PGK/GAPDH coupled, Kinase-Glo luminescence, 60 min; Potency, µM (top dose mostly 57.5 µM), for inactives: at the top dose activity change, negative = inhibition, most hits filed as inhibitors; 380,000 tested, 0.043% active; AID 602233; further: on the % scale 0 is the no-effect control and ±100 the full control effect; nearly all actives have a fitted effect of over 60% in size
Target sequence (P07378 whole entry, looked up): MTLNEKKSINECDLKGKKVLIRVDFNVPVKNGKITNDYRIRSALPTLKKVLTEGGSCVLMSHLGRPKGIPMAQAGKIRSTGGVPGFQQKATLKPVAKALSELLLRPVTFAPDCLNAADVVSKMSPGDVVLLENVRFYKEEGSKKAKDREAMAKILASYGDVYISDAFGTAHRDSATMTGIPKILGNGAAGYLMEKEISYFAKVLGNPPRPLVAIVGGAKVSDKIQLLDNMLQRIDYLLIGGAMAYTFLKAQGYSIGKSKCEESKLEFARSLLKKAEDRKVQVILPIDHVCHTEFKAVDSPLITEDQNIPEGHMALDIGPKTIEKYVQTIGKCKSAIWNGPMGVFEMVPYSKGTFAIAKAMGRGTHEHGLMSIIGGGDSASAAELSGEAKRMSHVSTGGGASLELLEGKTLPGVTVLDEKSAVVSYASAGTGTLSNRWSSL
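Luminescent ATP detection (Kinase-Glo Plus) follows a 60-minute room-temperature incubation, with wells lacking PGK as controls. Buffer: 100 mM TEA (pH 7.6), 5 mM MgCl2, 0.01% Tween-20. Coupling enzyme GAPDH (100 nM final) supplies unstable 1,3-BPG in-well.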
HP1b chromo inh – blocks HP1-beta chromodomain binding to methylated histone tails. AID 540317. Potency, µM (doses to about 114 µM), without a hit: at the top dose activity change, negative = inhibition, usual class: inhibitors. AlphaScreen HP1-beta / biotin-H3K9me3 peptide binding. 390,000 tested, 0.56% active; further: nearly all actives have a fitted effect of over 70% in size; inactives centre near 23
Target sequence (P83916 whole entry, looked up): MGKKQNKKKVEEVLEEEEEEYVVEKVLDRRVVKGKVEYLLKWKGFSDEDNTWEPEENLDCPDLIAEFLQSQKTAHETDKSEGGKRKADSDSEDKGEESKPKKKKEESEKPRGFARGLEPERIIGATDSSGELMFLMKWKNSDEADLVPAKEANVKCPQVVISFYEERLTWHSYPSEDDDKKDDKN
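HP1-beta protein (50 nM final) preincubated 30 min at room temperature with biotinylated H3(1-18)K9me3 peptide (50 nM) in PBS pH 7.4, 0.01% Tween-20, then compound added for 30 min. AlphaScreen streptavidin donor/nickel chelate acceptor beads (10 ug/mL final), 30 min dark, luminescence read.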
GLS inh – glutaminase GLS (human) inhibition | O94925 | GLS enzymatic activity, qHTS titration | Potency, µM (series often up to 45.5 µM), without a hit: at the highest dose activity change, negative = inhibition, most hits filed as inhibitors | 410,000 tested, 0.21% active | AID 624170; further: on the % scale 0 is the no-effect control and ±100 the full control effect
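Enzyme dispensed in phosphate buffer (45 mM, pH 8.2, 0.02% Tween-20), compounds pinned in, then 1 mM L-glutamine solution and the glutamate oxidase–HRP–Amplex Red mix added; fluorescence read immediately and again after 30 min at room temperature.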
TrxR1 inh – rat TrxR1 inhibition | O89049 | recombinant rTrxR1, NADPH fluorescence consumption, selenite substrate | AID 588453 | Potency, µM (top dose mostly 114 µM), inactives show top-dose activity change, negative = inhibition, most hits filed as inhibitors | 390,000 tested, 1% active; further: on the % scale 0 is the no-effect control and ±100 the full control effect; nearly all actives have a fitted effect of over 65% in size
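Rat TrxR1 (90 nM in the dispensed reagent) was pre-reduced with 400 uM NADPH for 5 min at room temperature, then incubated with compound for 15 min. After 400 uM selenite was added, NADPH fluorescence (Ex 340/Em 450 nm) was followed for 8 min.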
* hit, by the source's call; i = inactive; ? = inconclusive; . = not tested or not shown; & = joins results of further samples; [ ] = dose if it differs, or a comment. Unless noted, the call rests on the fitted dose curve; in most records, active means well fitted curve in the direction sought with a large enough effect; inconclusive means small, poorly fitted or top-dose-only effect, or another doubt; inactive means no such curve, though single readings can be large; an effect the other way counts as inactive or inconclusive. Potency means the concentration at half of the fitted maximal effect. Not all compounds are listed; rates above refer to the full screens.

1: CCCC(=O)NC(Oc1ccc(OC)cc1)C(Cl)(Cl)Cl (stereo not given)
2: CC(C)(C)c1nc(NCc2ccc3c(c2)OCO3)c2nnn(Cc3ccccc3Cl)c2n1
3: Cc1cccc(-n2c(O)c(/C=N/Nc3nc4c(c(=O)n(C)c(=O)n4C)n3C)c(=O)[nH]c2=S)c1
4: C=C(CC1CC(O)[C@]2(C)OC3CC4OC5C[C@]6(C)O[C@]7(C)CCC8OC9C[C@]%10(C)OC%11C(C)=CC(=O)OC%11CC%10OC9C[C@@H](C)C8OC7CC6O[C@]5(C)C/C=C\C4OC3CC2O1)C(=O)O (stereo not given in full)
5: CC(C)n1c(=O)c(C=Nc2ccc(F)cc2)c(O)n(Cc2ccco2)c1=O
6: Cc1ccc(N=Cc2c(O)n(-c3ccc(C)cc3)c(=O)[nH]c2=O)cc1
7: COc1ccc(CCNCc2ccncc2)cc1
8: CCn1c(P(C)(=O)O)nc2ccccc21
Assay by compound | 1 | 2 | 3 | 4 | 5 | 6 | 7 | 8
Pin1 inhibitor | -14% | -5% | -3% | 1% | 2% | 2% | -5% | -2%
JMJD2A Tudor inh | 10% | 9%[11.4 µM] | ? | -9% | 8% | -15% | 1.3µM* | ?
RGS4 inh | 7% | -23%[11.4 µM] | ? | -5% | -28% | 5% | 9% | 1%
ERG Ets-DNA blk | 3% | -1% | -4% | 1% | 0% | -1% | 4% | -8%
12-LOX inh | -6% | 13% | 32µM* | -39%&1% | -1% | 13% | ? | -5%
Tb PGK inh | -7% | i | -1% | 0% | 5% | 5% | -7% | -6%
HP1b chromo inh | 36% | -5% | -19% | 29% | 39%[activator] | 52%[activator] | ? | 4%
GLS inh | 5% | 6% | 7% | -3% | 0% | 3% | -2% | -2%
TrxR1 inh | -1% | 12%[57.1 µM] | ? | -1% | 13%[57.1 µM] | -17% | -14% | -14%

9: C[C@]12CCC3[C@@H](CCC4=CC(=O)CC[C@@]43C=O)C1CCC2=O (stereo not given in full)
10: O=c1[nH]c(=O)n(CCC2=CCCCC2)c(O)c1C=NCCN1CCNCC1
11: CC1CC(C)CN(S(=O)(=O)c2ccc3c(c2)oc(=O)n3CC(=O)N(C)Cc2ccccc2)C1 (stereo not given)
12: O=C1NC(=O)C(=Cc2ccc(-c3ccccc3[N+](=O)[O-])o2)C(=O)N1
13: c1ccc(-c2cc(-c3ccccc3)[n+](-c3ccccc3)c(-c3ccccc3)c2)cc1
14: COC12CCC3(CC1C(C)(O)C(C)(C)C)[C@H]1Cc4ccc(OC5OC(C(=O)O)[C@@H](O)C(O)[C@H]5O)c5c4[C@@]3(CCN1CC1CC1)C2O5 (stereo not given in full)
15: Cc1ccc2[nH]c(C)c(CCNCc3cccnc3)c2c1
16: CC12CN3CC(C)(CN(C1)C3c1cccnc1)C2=O (stereo not given)
Assay by compound | 9 | 10 | 11 | 12 | 13 | 14 | 15 | 16
Pin1 inhibitor | 8% | ? | 34%[activator] | 5% | 8% | -2% | 3% | -1%
JMJD2A Tudor inh | -8% | -32% | -10% | ? | -17% | -4% | 7% | 12%
RGS4 inh | 6% | -29% | 13% | ? | 4% | 11% | 31% | -19%
ERG Ets-DNA blk | 1% | 9% | -3% | -18% | 3% | 7% | -6% | -3%
12-LOX inh | 2% | ? | 1% | ? | 1% | -12% | -6% | 0%
Tb PGK inh | . | 3% | -4% | i | 3% | -8% | 0% | -6%
HP1b chromo inh | 22% | 33% | 34% | -1% | -4% | 24% | 23% | 40%
GLS inh | 5% | 6% | -3% | ? | -7% | 18% | -4% | -11%
TrxR1 inh | 0% | -25% | 23% | 0%[57.1 µM] | -5% | 26% | 21% | -27%[11.4 µM]

17: O=C1NC(=O)C(=Cc2ccc(N3CCOCC3)cc2)C(=O)N1
18: Cc1cc(C)[n+](CCCC[n+]2c(C)cc(C)cc2C)c(C)c1
19: C=CCn1c(-c2ccc([N+](=O)[O-])cc2)n[nH]c1=S
20: COC(=O)c1ccc(C(c2c(C)[nH][nH]c2=O)c2c(C)[nH][nH]c2=O)cc1
21: CCCc1c(C)nc(SCC(=O)C(C)(C)C)nc1OC(=O)N(C)C
22: N#CCCn1cc(C(=O)Nc2ccc([N+](=O)[O-])cc2)c(-c2ccc3c(c2)OCCO3)n1
23: Cc1ccc(C)c(N)c1
24: CCOCCSc1nc2c(c(-c3cccs3)c1C#N)CC/C2=C/c1cccs1
Assay by compound | 17 | 18 | 19 | 20 | 21 | 22 | 23 | 24
Pin1 inhibitor | -1% | -6% | -3% | -1% | 4% | 8% | -13% | ?
JMJD2A Tudor inh | 0% | -9% | 8.9µM* | -13% | -3% | -17% | -9% | 36%[activator]
RGS4 inh | ? | 5% | -18% | ? | 20% | 20% | -7% | -13%
ERG Ets-DNA blk | -5% | -3% | 9% | -3% | 0% | -1% | -4% | -1%
12-LOX inh | -11% | 3% | -27% | 113%[activator] | 172%[activator] | 8% | -5% | -20%
Tb PGK inh | -7% | i | -2% | . | 3% | 0% | -6% | 4%
HP1b chromo inh | 50%[activator] | 60%[activator] | 6% | 22% | 35% | 10% | 65%[activator] | 130%[activator]
GLS inh | -8% | -3% | 2% | 5% | 8% | -2% | 7% | -1%
TrxR1 inh | ? | 0% | -7% | 0% | 14%[57.1 µM] | -9% | 12% | ?

25: CCOc1ccccc1N1CCN(Cc2cccc(OC)c2OC)CC1
26: O=[N+]([O-])c1ccc(NCCO)c2ncccc12
27: Cc1ccsc1C(=O)C1CCCN(Cc2c(C)nn(C(C)C)c2C)C1 (stereo not given)
28: CC/C(CC(c1ccccc1)c1c(O)c2ccccc2oc1=O)=N\NC(N)=S (stereo not given)
29: CN1CCN(CCC(C#N)(c2ccccc2)c2ccccc2)CC1
30: CCOC(=O)C1=C(N)Oc2ccccc2C12C(=O)N(CC(=O)OC)C(CC(=O)OC)=C2C(=O)OC (stereo not given)
31: COc1cc(C2c3cc4c(c(O)c3CC3COC(=O)C32)OCO4)cc(OC)c1OC (stereo not given)
32: CN1CCCN(C(=O)COc2ccccc2)CC1
Assay by compound | 25 | 26 | 27 | 28 | 29 | 30 | 31 | 32
Pin1 inhibitor | -1% | 9% | -4% | 0% | -17% | 4% | -10%&5% | -6%
JMJD2A Tudor inh | 1.8µM* | -9% | -6% | 3.2µM* | ? | -12% | -25%&-19% | 12%
RGS4 inh | 15% | 1% | -16% | -15% | -30% | -21% | -6%&14% | -5%
ERG Ets-DNA blk | -6% | -1% | 4% | 0% | 4% | -11% | -4% | 9%
12-LOX inh | -9% | -23% | ? | -12% | ? | 24% | -39% | ?
Tb PGK inh | 8% | i | -6% | i | 1% | i | 6% | -4%
HP1b chromo inh | ? | 10% | 49%[activator] | ? | 63%[activator] | 9% | 16%&26% | 31%
GLS inh | 9% | -10% | -8% | 10% | 3% | -9% | -2% | -1%
TrxR1 inh | 16% | -25% | 20% | 5% | 24%[57.1 µM] | 1% | 11%[11.4 µM] | 10%

Overlap with the part before: 4 entries; new compounds follow.
29: CN1CCN(CCC(C#N)(c2ccccc2)c2ccccc2)CC1
30: CCOC(=O)C1=C(N)Oc2ccccc2C12C(=O)N(CC(=O)OC)C(CC(=O)OC)=C2C(=O)OC (stereo not given)
31: COc1cc(C2c3cc4c(c(O)c3CC3COC(=O)C32)OCO4)cc(OC)c1OC (stereo not given)
32: CN1CCCN(C(=O)COc2ccccc2)CC1
33: Cc1cccc(-n2c(O)c(C=NCCCN3CCOCC3)c(=O)[nH]c2=O)c1C
34: C=CCn1c(O)c(/C=C2\C=Nc3ccccc32)c(=O)[nH]c1=O
35: N#Cc1ccc(/C=C/C(=O)O)cc1
36: CC12CN3CC(C)(CN(C1)C3c1cccs1)C2=O (stereo not given)
37: O=C1NC(=S)NC(=O)C1Cc1ccccc1
38: COc1ccc(C(=O)C2CCCN(C3CSCCSC3)C2)c(OC)c1 (stereo not given)
39: Cc1ccc2cccc(OC(=O)N3CCCC3)c2n1
40: CCCCn1c(=O)c(C(=O)Nc2ccsc2C(=O)OC)c(O)c2ccccc21
41: COP(=O)(OC)C(Nc1ccccn1)c1ccccc1 (stereo not given)
Assay by compound | 29 | 30 | 31 | 32 | 33 | 34 | 35 | 36 | 37 | 38 | 39 | 40 | 41
Pin1 inhibitor | -17% | 4% | -10%&5% | -6% | 4% | 25% | 3% | -3% | -6% | 4% | -4% | -1% | 0%
JMJD2A Tudor inh | ? | -12% | -25%&-19% | 12% | -7% | -8% | -3% | -1% | 89µM* | -16% | -14% | -8% | 1%
RGS4 inh | -30% | -21% | -6%&14% | -5% | -13% | -37% | 3% | -3% | ? | 21% | 5% | -12% | 8%
ERG Ets-DNA blk | 4% | -11% | -4% | 9% | -2% | -4% | -1% | -5% | 1% | -13% | -10% | -4% | -1%
12-LOX inh | ? | 24% | -39% | ? | 0% | 237%[activator] | -1% | -17%&8% | 28µM* | 4% | 5% | 9% | -12%
Tb PGK inh | 1% | i | 6% | -4% | -1% | -8% | -4% | -2% | -6% | -2% | -10% | 0% | 12%
HP1b chromo inh | 63%[activator] | 9% | 16%&26% | 31% | 32% | 42%[activator] | 23%[57 µM] | 39%[activator] | ? | 38% | 21% | 50%[activator] | 28%
GLS inh | 3% | -9% | -2% | -1% | -1% | -11% | -4% | -7% | 3% | 5% | 1% | -2% | 8%
TrxR1 inh | 24%[57.1 µM] | 1% | 11%[11.4 µM] | 10% | ? | ? | 23% | 21%[57.1 µM] | 12%[11.4 µM] | 1% | 28% | -23% | -3%

Source: PubChem BioAssay
